High-throughput results: PubChem BioAssay, several laboratories
CF NFkB inh: cystic fibrosis NF-kB activation inhibition | 360,000 tested, 0.86% active | inhibition, % at 5 µM | AID 588850 | KKLEB NF-kB-GFP reporter, PAF-induced, GFP fluorescence overnight;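 active means at least 50% inhibition at 5 µM, scaled per plate between neutral and stimulator controls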;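 further: PAF is a Pseudomonas aeruginosa culture filtrate used as stimulus; plate controls were PAF-stimulated DMSO wells for no effect and unstimulated DMSO wells for full effect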
LRH-1 inv ag: inverse agonists of human LRH-1 (NR5A2); O00482; HEK293T StAR-luciferase reporter, LRH-1 transfected, 24 h; inhibition, % at 3.6 µM; 360,000 tested, 0.13% active;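 active means inhibition above the mean inhibition of all tested compounds plus 3 SD, cut at about 73% in these data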;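 further: 0% = DMSO wells and 100% = reporter-only cells lacking LRH-1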
Target sequence (O00482 whole entry, looked up): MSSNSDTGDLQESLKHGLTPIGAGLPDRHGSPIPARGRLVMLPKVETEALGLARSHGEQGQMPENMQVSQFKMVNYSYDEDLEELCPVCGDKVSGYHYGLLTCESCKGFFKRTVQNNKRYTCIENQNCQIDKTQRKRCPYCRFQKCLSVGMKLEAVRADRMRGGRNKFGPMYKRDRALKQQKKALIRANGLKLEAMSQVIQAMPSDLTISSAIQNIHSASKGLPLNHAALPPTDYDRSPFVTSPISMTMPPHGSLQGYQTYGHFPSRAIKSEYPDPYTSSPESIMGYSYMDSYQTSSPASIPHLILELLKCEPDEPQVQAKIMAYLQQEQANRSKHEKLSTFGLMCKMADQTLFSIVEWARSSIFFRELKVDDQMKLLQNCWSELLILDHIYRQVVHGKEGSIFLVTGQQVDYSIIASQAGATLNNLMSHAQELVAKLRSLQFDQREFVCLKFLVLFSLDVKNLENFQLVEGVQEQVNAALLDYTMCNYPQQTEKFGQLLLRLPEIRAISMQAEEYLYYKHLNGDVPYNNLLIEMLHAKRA
SRC3 inh: human NCOA3 inhibition. Q9Y6Q9. HEK293 GAL4-SRC3 luciferase reporter, luminescence. inhibition, % at 3.6 µM. 360,000 tested, 0.17% active. AID 588352;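 active means inhibition above a per-campaign cutoff, the mean of all compounds plus 3 SD, cut at about 60% in these data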;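 further: 0% = DMSO-treated cells and 100% = gossypol-treated cells at 36 µM; higher means less SRC3-driven luciferase light from the GAL4 reporter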
TRAIL sens C8: sensitizes caspase-8 expressing cells to TRAIL; NB7+C8 cells + TRAIL, ATPlite viability luminescence; inhibition (viability loss, TRAIL sensitization), % at 10 µM; 360,000 tested, 1% active;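 active means compounds causing at least 50% loss of cell viability in the single-dose screen, relative to plate controls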
KKLEB tox: CF airway cell cytotoxicity counter-screen; KKLEB CF airway cells viability, ATPlite luminescence, overnight; active compounds read low; cells stimulated with P. aeruginosa culture filtrate; activity change (cytotoxicity), % at 5 µM; 360,000 tested, 0.36% active; AID 602141;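 active means corrected activity change at or below -50% at 5 µM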
LMP1 NFkB inh: reduces LMP1-driven NF-kappaB luciferase signal. LMP1-induced NF-kappaB luciferase reporter cells, luminescence. inhibition, % at 12.5 µM. 350,000 tested, 0.69% active. AID 504558; in the data active means inhibition above about 41%;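 further: 0% = neutral control wells and 100% = reference inhibitor control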
TWEAK Fn14 block: blocks TWEAK-Fn14 interaction in a reporter cell assay; TWEAK-stimulated Fn14 reporter cells, luciferase luminescence, 8 h; inhibition, % at 10 µM; 360,000 tested, 2% active; AID 1159606; in the data active means inhibition above about 50%
NCOA1 inh: inhibitors of human steroid receptor coactivator 1 (SRC1); inhibition, % at 3.6 µM; Q15788; 360,000 tested, 0.12% active; HEK293 GAL4-SRC1 luciferase reporter, luminescence;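 active means inhibition above the campaign mean plus 3 SD, with each screening campaign given its own cutoff, cut at about 60% in these data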;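 further: 0% = DMSO treated cells and 100% = gossypol at 36 µM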
NR2F2 inh: NR2F2 (human) inhibition, primary screen | P24468 | HEK293T NGFI-A luciferase reporter, luminescence | inhibition, % at 8.6 µM | 370,000 tested, 0.7% active | AID 686940;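 active means inhibition above a per-plate cutoff, mean inhibition of test wells between control levels plus 3 SD, cut at about 38% in these data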;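 further: cells cotransfected with COUP-TFII expression vector driving the NGFI-A reporter; 0% = median of COUP-TF2 test wells and 100% = reporter-only cells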
Target sequence (P24468 whole entry, looked up): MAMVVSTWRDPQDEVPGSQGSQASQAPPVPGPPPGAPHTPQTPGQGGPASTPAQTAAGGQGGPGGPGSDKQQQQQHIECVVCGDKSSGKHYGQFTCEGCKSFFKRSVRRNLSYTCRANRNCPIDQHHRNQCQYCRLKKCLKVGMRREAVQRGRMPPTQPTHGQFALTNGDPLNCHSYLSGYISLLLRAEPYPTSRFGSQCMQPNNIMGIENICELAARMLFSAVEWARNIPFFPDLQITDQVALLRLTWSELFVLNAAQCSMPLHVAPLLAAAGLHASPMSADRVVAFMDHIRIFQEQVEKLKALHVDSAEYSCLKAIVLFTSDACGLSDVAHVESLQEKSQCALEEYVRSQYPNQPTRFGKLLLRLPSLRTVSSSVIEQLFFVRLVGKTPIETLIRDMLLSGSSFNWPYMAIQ
TROY signal inh: inhibitors of TROY-dependent NF-kB signaling. Q293 LMP1-TROYcd NF-kB luciferase reporter, 4 h. inhibition, % at 10 µM. 360,000 tested, 0.98% active;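 active means compounds whose plate-normalised and pattern-corrected inhibition of the luciferase reporter signal at the single screening dose is 50% or more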
NCOA2 inhibitor: inhibits human steroid receptor coactivator 2; HEK293 GAL4-SRC2 luciferase reporter, luminescence; AID 651957; 370,000 tested, 0.17% active; Q15596; inhibition, % at 9 µM;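 active means inhibition above the mean inhibition of all tested compounds plus 3 SD, set per campaign, cut at about 52% in these data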;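 further: 0% = DMSO treated cells and 100% = cells given Gossypol at 36 µM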
An asterisk follows results filed as active; nt = no result given.

SMILES,CF NFkB inh,TROY signal inh,LMP1 NFkB inh,TWEAK Fn14 block,TRAIL sens C8,NCOA2 inhibitor,SRC3 inh,LRH-1 inv ag,NCOA1 inh,NR2F2 inh,KKLEB tox
O=C1c2ccccc2C(=O)N1CC(O)COc1ccc(Cl)cc1 (stereo unspecified),15.1,-42.5,-3.6,-32.5,-11.7,-16.0,-12.9,-17.4,-29.3,-13.9,-6.1
CCC(C(=O)NCCN1CCOCC1)n1nc(C)n2c(cc3sccc32)c1=O (stereo unspecified),-11.5,1.3,-4.6,-2.1,-16.0,13.4,0.2,-1.1,-5.7,3.0,6.7
Cc1ccc(NC(=O)CSc2nnc(C)n2C2CC2)cc1S(=O)(=O)N1CCOCC1,11.0,-2.5,-3.1,9.4,-19.5,-20.9,-10.3,-12.8,-3.0,-2.4,-7.6
Cc1cccc2c1cnn2C(=O)CCC(=O)NCc1ccc(F)cc1,4.4,-0.6,-8.3,2.9,-10.1,-23.3,20.6,-3.7,7.8,2.1,2.3
CCCCCn1c(N)c(-c2nc3ccccc3o2)c2c([N+](=O)[O-])nn(C)c(=O)c21,-28.3,-0.9,0.1,-57.8,-10.4,3.5,18.1,10.0,-4.3,3.0,3.9
O=C(NCCN1CCCCC1)Nc1cccc(F)c1,-14.9,15.7,-2.4,-17.6,-10.9,-16.1,-23.2,19.2,3.3,-10.7,3.2
N#CCC(=O)Nc1ccc(C(=O)N2CCN(c3ccccn3)CC2)cc1,0.0,3.0,8.3,-7.0,-4.9,1.4,-8.4,-7.7,0.8,-1.1,-0.8
CC(=O)N1C(=O)/C(=C2\SC(=S)N(NS(=O)(=O)c3ccc(C)cc3)C2=O)c2ccccc21,3.0,14.1,-5.4,12.2,-10.6,-0.5,11.7,10.6,-21.4,-1.8,-8.9
Cc1cnc(NC(=O)c2c(-c3ccccc3)noc2C)s1,-11.2,12.6,1.0,11.1,3.0,8.3,7.2,6.2,-8.4,4.4,6.8
Nc1ccc(N=Nc2ccc(O)cc2)c(N)n1,-3.6,-29.1,-17.7,-5.8,30.6,-6.3,-42.5,-95.5,-73.7,-6.9,8.5
CC(C)(C)CNc1cc(N2CCOCC2)ccc1[N+](=O)[O-],7.2,5.7,-15.4,-18.9,-4.8,-4.3,13.7,-1.3,7.9,10.4,-6.9
Cc1ccc(S(=O)(=O)N2CCCC(N3CCOCC3)C2)cc1Cl (stereo unspecified),-14.7,-1.1,-32.7,-8.9,1.5,-19.0,-21.0,-4.0,8.2,6.0,-1.6
CC(=O)Nc1ccc(SCC(=O)Nc2ccccc2N2CCOCC2)cc1,-10.6,-5.5,4.1,-19.0,12.9,-51.5,-5.4,-12.2,-10.4,9.2,10.6
COc1ccc2nc(SCC(=O)N3CC(=O)Nc4ccccc43)c(C#N)cc2c1,-32.4,-31.5,5.9,8.9,-3.2,10.1,8.5,-0.4,-8.1,-13.0,-3.6
Cc1ccc(/C=N/NC(=O)Cn2nnc(N)n2)o1,-4.8,-1.1,-2.4,87.4*,14.9,-4.8,17.2,6.5,11.4,-3.9,6.2
CCn1c(O)c(/C=C2\C=Nc3ccccc32)sc1=Nc1ccccc1,7.3,-7.9,-20.8,-14.3,-20.3,-28.1,-24.9,-33.2,-28.4,-11.0,-12.3
NNc1nc(-c2ccccc2)cc(-c2ccc(Br)cc2)n1,-7.6,15.6,4.9,-11.5,15.7,5.5,-12.9,11.4,-99.1,-0.3,3.8
N#Cc1nc(-c2ccccc2Cl)oc1NCc1ccco1,3.0,-4.4,-4.3,-18.0,-10.3,-6.5,-14.3,-47.5,0.9,-12.7,-0.4
CCN(CCCNC(=O)Cn1ncc2c([nH]c3ccc(C)cc32)c1=O)c1cccc(C)c1,7.5,-1.3,nt,12.4,23.1,nt,18.2,-5.0,-30.2,nt,-10.5
CCOc1ccc2[nH]c(=O)c(CN(Cc3nnnn3CCc3ccccc3)CC3CCCO3)cc2c1 (stereo unspecified),-0.4,41.7,9.4,-20.6,-11.6,-11.2,8.6,-1.3,-9.4,3.1,-23.6
OCc1cccc(-c2csc(C(O)c3ccco3)n2)c1 (stereo unspecified),1.4,-13.7,nt,-25.7,3.8,-59.3,-26.1,-29.5,-27.0,-8.8,0.3
Nc1cc(N)nc(SCC(=O)Nc2ccccc2N2CCOCC2)n1,-30.2,21.7,-4.6,2.6,3.4,9.9,4.7,2.7,-15.7,-10.4,15.0
COC(=O)C1(C)NC(c2cccs2)C2C(=O)N(c3ccccc3F)C(=O)C21 (stereo unspecified),1.2,3.0,3.2,-1.2,-15.7,-19.4,-2.2,12.9,-3.3,-0.8,10.0
COc1ccc(Cl)cc1NC(=O)c1cccc([N+](=O)[O-])c1O,26.0,56.4*,6.9,16.4,-3.6,-15.0,-1.5,-6.7,2.1,0.1,13.3
CCOC(=O)C1=C(C)N=C2SC(C)C(=O)N2C1c1ccc(OC(C)=O)c(OC)c1 (stereo unspecified),17.8,5.5,5.0,1.1,-8.5,10.8,1.2,-11.4,-9.6,5.4,-1.5
CCn1c(=NC(=O)CS(=O)(=O)c2ccccc2)sc2cccc(OC)c21,-20.9,20.6,12.4,2.5,26.2,13.0,1.6,-25.9,-16.6,8.4,7.3
Cc1nn(C2CCS(=O)(=O)C2)c(C)c1CN(C)C(=O)c1cccc(Cl)c1 (stereo unspecified),8.9,-11.3,-0.6,-9.7,-4.7,-7.6,9.4,28.7,7.8,3.9,-12.0
CCCCOC(=O)c1ccc(NC(=O)C(=O)NCCN(CC)CC)cc1,-14.3,5.9,-4.0,-21.8,-0.1,7.0,12.2,-25.0,5.5,-8.8,5.5
CC1CC(C)CN(C(=O)/C=C/c2ccc(S(=O)(=O)N3CCOCC3)cc2)C1 (stereo unspecified),-24.3,8.4,2.0,-4.5,-5.2,-24.8,16.8,7.0,-14.8,6.5,1.0
COCC(=O)N1CCC(Oc2ccc(C(=O)NC(C)c3nc(C)sc3C)cc2)CC1 (stereo unspecified),14.1,4.9,0.1,-13.6,-9.3,-30.2,4.8,2.9,7.2,0.9,-1.5
Cc1cc(C)nc(SCC(=O)OCC(=O)Nc2nc3ccccc3s2)n1,-12.5,-9.9,-12.5,20.3,-4.4,-2.5,8.2,-17.2,-8.0,-8.1,4.2
O=C(O)C1C2CCC(C2)C1C(=O)NCCCn1ccnc1 (stereo unspecified),-2.1,7.4,0.8,-8.8,-8.6,-9.2,5.1,4.3,7.1,-9.1,-4.4
O=C(NC(=S)NNC(=O)c1ccccc1[N+](=O)[O-])c1ccc(Br)cc1,-4.5,-68.4,-13.1,-29.3,-2.1,-5.7,-12.9,-19.8,-25.4,-23.4,4.4
CN(CC(=O)Nc1ccccc1Br)C(=O)c1sccc1-c1ccccc1,11.5,-0.2,3.3,0.8,-17.1,5.9,-1.0,4.7,-9.2,0.7,2.5
COc1ccc(NC(=O)C2CC(=O)OC23CCCCC3)cc1 (stereo unspecified),4.5,10.3,-8.3,-0.2,-12.3,3.3,0.6,6.0,-13.0,0.4,-3.0
COc1ccc(NC(C)=O)cc1CNC(=O)COc1c(C)c(C)cc(C)c1C,-2.6,-5.0,-4.1,-7.6,3.2,10.1,20.8,-14.3,11.8,-0.6,0.2
CN(CCc1ccccn1)C(=O)CCC1CCCN(C(=O)c2ccc3c(c2)OCCO3)C1 (stereo unspecified),3.5,-6.9,-9.5,-4.5,-1.7,-16.3,-10.9,-2.8,14.5,21.9,3.8
CC(C)C(OC(=O)Cn1nnc2ccccc21)C(=O)NC1CCCC1 (stereo unspecified),-1.9,-5.0,4.8,8.7,-6.2,-29.9,7.0,7.2,7.4,-4.2,2.5
COc1ccc(N/N=C(/C#N)S(=O)(=O)c2nsc(C)c2C#N)cc1,5.9,nt,-3.5,16.4,2.0,-0.5,2.9,16.0,-3.7,6.3,-4.7
O=C(c1ccc(Br)c(S(=O)(=O)N2CCOCC2)c1)N1CCN(C/C=C/c2ccccc2)CC1,-20.0,13.2,11.6,9.7,4.1,18.1,-10.0,19.4,-20.7,6.4,20.7
Cc1ccc(C)c(S(=O)(=O)NCc2ccc(C(=O)N3CCN(c4ccccc4)CC3)cc2)c1,-5.8,8.7,0.8,8.3,8.9,-6.8,-0.1,15.2,-4.1,4.4,0.8
O=C(O)c1ccc(Cn2ccc3ccccc32)o1,-15.2,11.6,2.3,-4.0,-26.4,-26.0,11.1,11.9,2.9,20.0,-7.8
COCc1nnc(NC(=O)c2ccc(S(=O)(=O)N3CCCCCC3)cc2)o1,-16.8,18.2,-2.1,-2.3,45.0,-19.4,2.8,-1.8,-15.9,6.0,8.0
CCCCOC(=O)Nc1nc2ccc([N+](=O)[O-])cc2s1,-18.3,-32.9,-10.7,-0.4,1.4,-5.3,3.5,-18.1,17.0,-1.1,11.9
Cc1ccccc1-n1ncc2c(SCC(=O)NC3CCCC3)ncnc21,13.9,19.6,6.2,15.9,1.1,27.0,22.2,28.7,2.6,46.3*,-14.6

One compound at a time (already shown). Order of values: CF NFkB inh	TROY signal inh	LMP1 NFkB inh	TWEAK Fn14 block	TRAIL sens C8	NCOA2 inhibitor	SRC3 inh	LRH-1 inv ag	NCOA1 inh	NR2F2 inh	KKLEB tox
`CCOC(=O)C1=C(C)N=C2SC(C)C(=O)N2C1c1ccc(OC(C)=O)c(OC)c1` (stereo unspecified) in the list: 17.8	5.5	5.0	1.1	-8.5	10.8	1.2	-11.4	-9.6	5.4	-1.5
`CN(CCc1ccccn1)C(=O)CCC1CCCN(C(=O)c2ccc3c(c2)OCCO3)C1` (stereo unspecified) in the list: 3.5	-6.9	-9.5	-4.5	-1.7	-16.3	-10.9	-2.8	14.5	21.9	3.8

Later entries.
SMILES,CF NFkB inh,TROY signal inh,LMP1 NFkB inh,TWEAK Fn14 block,TRAIL sens C8,NCOA2 inhibitor,SRC3 inh,LRH-1 inv ag,NCOA1 inh,NR2F2 inh,KKLEB tox
COc1cccc(C(C(=O)NC2CCCC2)N(Cc2ccc(C)cc2)C(=O)c2ccco2)c1OC (stereo unspecified),4.9,-5.8,3.4,-28.6,4.5,-18.1,-3.1,19.5,4.7,-8.9,-3.7
COc1cccc(N(CC(=O)NCC2CCCO2)C(=O)CNS(=O)(=O)c2ccccc2)c1 (stereo unspecified),-1.0,3.1,-0.5,0.0,-1.2,4.2,-8.1,15.2,-7.8,10.9,-2.5
CCOC(=O)c1c(-c2ccc(F)cc2)csc1NC(=O)C1CC=CCC1C(=O)O (stereo unspecified),-7.2,-7.6,1.8,-1.6,-1.0,6.8,0.1,-6.0,-14.1,-9.5,14.0
O=c1ccc(Cc2ccc(Cl)cc2)n[nH]1,23.1,5.4,7.8,0.4,2.6,-17.7,-1.7,17.9,6.0,7.2,-9.3
Cc1nn(-c2ccccc2)c2c1C(c1ccc([N+](=O)[O-])cc1)N1C(=N2)C(=O)Nc2ccccc21 (stereo unspecified),12.5,21.6,16.8,32.7,22.1,3.8,-4.7,7.7,-1.9,-0.4,-8.9
CC1CN(C(=O)CN2C(=O)NC3(CCCCCCC3)C2=O)CC(C)O1 (stereo unspecified),-19.9,1.6,-7.2,13.0,-7.4,-14.6,-2.6,5.5,-26.1,-3.7,6.7
C=CCc1cccc(C=Nc2cccn3cc(-c4ccccc4)nc23)c1O,-23.4,9.3,-8.3,-3.9,-6.9,-25.6,-27.8,-4.2,-42.1,-10.3,-1.1
COc1cccc(-c2nc3n(n2)CCc2ccccc2-3)c1,-19.2,-55.9,-62.8,9.5,34.1,-75.1,-109.8,-47.2,-104.4,-44.2,-9.0
